# TRPC4 PAM – allosteric potentiators of mouse TRPC4 channel; Q9QUQ5; HEK293 TRPC4beta/mu-opioid, DAMGO EC20, Fluo-4 Ca2+ flux; hits give high values; B-score at 10 µM; 310,000 tested, 0.42% active;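 active = B-score of calcium response area above 5 SD of library B-scores, with initial fluorescence ratio within 5 SD of library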;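 also: B-score of integrated fluorescence ratio over time as area under calcium response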
# Target sequence (Q9QUQ5 whole entry, looked up): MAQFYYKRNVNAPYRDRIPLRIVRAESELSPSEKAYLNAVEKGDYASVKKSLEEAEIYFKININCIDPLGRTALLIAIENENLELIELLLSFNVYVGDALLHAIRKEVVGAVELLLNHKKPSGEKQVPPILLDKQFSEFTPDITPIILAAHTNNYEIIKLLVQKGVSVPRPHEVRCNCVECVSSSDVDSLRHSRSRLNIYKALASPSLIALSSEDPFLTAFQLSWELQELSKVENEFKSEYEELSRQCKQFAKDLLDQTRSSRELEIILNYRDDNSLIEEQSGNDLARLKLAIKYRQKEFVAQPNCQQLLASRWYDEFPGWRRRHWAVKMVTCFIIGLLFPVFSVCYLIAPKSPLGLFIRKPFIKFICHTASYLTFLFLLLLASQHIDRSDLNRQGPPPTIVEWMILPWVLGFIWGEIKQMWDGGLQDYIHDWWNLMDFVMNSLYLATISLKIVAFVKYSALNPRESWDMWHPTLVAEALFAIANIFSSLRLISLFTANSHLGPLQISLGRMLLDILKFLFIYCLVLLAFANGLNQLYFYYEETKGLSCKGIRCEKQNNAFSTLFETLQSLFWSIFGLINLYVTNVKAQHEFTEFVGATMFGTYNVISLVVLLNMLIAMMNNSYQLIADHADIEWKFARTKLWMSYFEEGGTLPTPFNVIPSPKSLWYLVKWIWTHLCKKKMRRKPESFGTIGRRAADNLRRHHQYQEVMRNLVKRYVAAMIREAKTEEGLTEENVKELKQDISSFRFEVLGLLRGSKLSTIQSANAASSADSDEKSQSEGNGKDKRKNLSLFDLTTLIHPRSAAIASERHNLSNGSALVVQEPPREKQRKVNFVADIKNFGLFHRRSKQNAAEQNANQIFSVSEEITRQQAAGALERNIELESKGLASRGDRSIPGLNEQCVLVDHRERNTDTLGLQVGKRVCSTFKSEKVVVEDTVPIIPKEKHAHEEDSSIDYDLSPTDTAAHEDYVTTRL
# MrgX1 allo act – human MrgX1 positive allosteric modulation, primary screen | Q96LB2 | 310,000 tested, 0.63% active | AID 588675 | MrgX1-HEK293, Fluo-4 calcium flux, FDSS; hits give high values | B-score at 10 µM;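 active = plate-corrected calcium response at least 3 library SD above typical, normal starting fluorescence, not activating the receptor alone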;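 also: compound read alongside a low EC10 to EC30 dose of BAM8-22 agonist; peak minus trough fluorescence over baseline measured at the second addition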
# MrgX1 agonist – agonists of human MrgX1 receptor; MrgX1-HEK293 cells, Fluo-4 calcium fluorescence, agonist mode; hits give high values; 310,000 tested, 0.44% active; Q96LB2; B-score at 10 µM;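 active = calcium response B-score plate-corrected fluorescence ratio at least 3 library SD, with starting fluorescence B-score inside 5 SD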
#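 System: HEK293 cells stably expressing human MrgX1 receptor; Dosing: test compound in the initial addition of three; Schedule: overnight plating, then 30 min 37 °C plus 30 min room-temperature dye loading; Detection: kinetic calcium dye fluorescence, Fluo-4 NW; Controls: per-plate positive and negative controls for Z′ factor.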
# PolyA inhibitor – yeast polyadenylation inhibition; 300,000 tested, 0.02% active; calls only at 12 µM; S. cerevisiae SKY197-pL101 polyadenylation reporter, beta-gal luminescence; efflux-impaired pdr1/pdr3 knockout yeast; score 100 = 6 SD above DMSO;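 active = lowest replicate activity score at least 50, where 100 means six control SD above control mean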;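 also: yeast exposed to compound for 9 h at 30 °C; higher score means more reporter readthrough which indicates perturbed polyadenylation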
# HIF activator – HIF pathway transcriptional activation | 300,000 tested, 0.32% active | activation, % at 7.5 µM (by protocol) | AID 1910 | U2OS HRE-luciferase reporter, luminescence; normalized: DMSO 0%, desferrioxamine 100%;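 active = mean activation of at least 10% of the iron chelator positive control signal, with at least half of replicates also reaching 10%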
# AI-2 QS mod – modulates the Vibrio harveyi AI-2 quorum sensing system; Vibrio harveyi JMH597 AI-2 luminescence/OD600 ratio, 9 h; hits give low values; strain lacks LuxN and CqsS sensors; 0 = neutral-control median; 300,000 tested, 0.4% active; AID 2094; activity change, % at 7.5 µM; in the data active = activity change below about -75%, passing the limit was not always enough;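 also: luminescence divided by OD600 gain over 9 h not by final OD600 alone; inactives centre near 13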
# TRPC4 inh – TRPC4 (mouse) channel inhibition; 300,000 tested, 0.39% active; HEK293 TRPC4beta/mu-opioid, DAMGO-evoked Fluo4 calcium flux; hits give low values; B-score at 10 µM;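 active = B-score over 3 SD under the library average, no early fluorescence shift, positive overall ratio signal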
#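 test system = HEK293 cells with stable TRPC4beta plus mu-opioid receptor expression | detection = Fluo4 Ca2+ flux fluorescence | read-out = integrated fluorescence ratio relative to baseline, converted to per-well B score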
# TRPC6 act – activates the mouse TRPC6 cation channel; Q61143; HEK293-TRPC6 membrane potential dye fluorescence; hits give high values; B-score at 10 µM; 310,000 tested, 0.13% active; AID 2550;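 active = B-score of the integrated fluorescence ratio above library mean plus 3 SD, and starting fluorescence ratio within library mean plus 5 SD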;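 also: higher score means more depolarization so channel activation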
# MrgX1 antag – blocks BAM8-22 activation of human MrgX1 receptor; Q96LB2; MRGX1-HEK293 calcium flux, Fluo-4, BAM8-22 antagonism; hits give low values; B-score at 10 µM; 310,000 tested, 1.3% active;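 active = calcium-response B-score plate-corrected more than 3 library SD below zero, starting fluorescence within 5 deviations, no agonist response on first addition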;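 also: peak minus trough fluorescence over baseline after final BAM8-22 challenge near maximal dose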
# TRPC6 inhibitor – blocks the mouse TRPC6 cation channel | AID 2553 | B-score at 10 µM | 310,000 tested, 1.1% active | HEK293-TRPC6, membrane potential dye, ACh-evoked depolarization; hits give low values | Q61143;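 active = B-score under library mean minus 3 SD, initial fluorescence not abnormally high, positive integrated signal ratio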;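 also: B-score derived from integrated fluorescence ratio over the kinetic read; more negative B-score means stronger inhibition of depolarization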
# TRPC4 agonist – opens the mouse TRPC4 cation channel; 310,000 tested, 0.49% active; B-score at 10 µM; HEK293 TRPC4beta/mu-opioid, Fluo4 calcium fluorescence; hits give high values; AID 2237;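 active = B-score above 5 SD of library B-scores, and initial fluorescence ratio not above library mean plus 5 SD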;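 also: positive B-score marks a calcium rise read as TRPC4 activation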
#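 Incubation: 45 min room-temperature Fluo4 loading, 110 s read / System: HEK293 cells stably co-expressing mouse TRPC4beta and mu-opioid receptor / Signal: Fluo4 fluorescence, kinetic / Control set: buffer (low) and maximal DAMGO (high) / Measure: integrated baseline-normalised fluorescence ratio, converted to per-well B score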
# * hit, by the source's call; i = inactive; nt = no result given; & = joins results of further samples.
SMILES,TRPC4 PAM,MrgX1 allo act,MrgX1 agonist,PolyA inhibitor,HIF activator,AI-2 QS mod,TRPC4 inh,TRPC6 act,MrgX1 antag,TRPC6 inhibitor,TRPC4 agonist
Cc1ccc(OCC(=O)NNC(=O)c2cc3ccccc3o2)cc1,i,i,i,i,1.0,15,i,i,i,i,i
COCCn1c(=NC(=O)c2cc(Cl)sc2Cl)sc2cc(S(N)(=O)=O)ccc21,i,i,i,i,-0.1,17,i,i,i,i,i
CCN(CC)CC(=O)Nc1ccc(C)cc1Br,i,i,i,i,1.0,5,i,i,i,i,i
CS(=O)(=O)c1ccc(C(=O)OCc2nnc(-c3ccc(Cl)cc3)o2)cc1[N+](=O)[O-],i,i,i,i,1.1,3,i,i,i,i,i
C=CCn1c(=O)c2ccccc2n2c(SC(C)C(N)=O)nnc12 (stereo not drawn),i,i,i,i,-0.9,5,i,i,i,i,i
COC(=O)c1ccc(C(=O)OC)c(NC(=O)C(C)C)c1,i,i,i,i,0.1,19,i,i,i,i,i
CC(NC(=O)C(=O)N/N=C\c1ccc([N+](=O)[O-])cc1)c1ccccc1 (stereo not drawn),i,i,i,i,1.1,27,i,i,i,i,i
COc1cccc(OC)c1OCCCNC1CCCC1,i,i,i,i,-0.7,15,i,i,i,i,i
CCCCn1c(=O)c(CCC(=O)OCC(=O)Nc2ccc(F)c(Cl)c2)nc2ccccc21,i,i,i,i,-0.3,6,i,i,i,i,i
COc1cccc(CNC(=O)c2ccccc2C(=O)NC(C)(C)C(=O)NCc2cccc(OC)c2)c1,i,i,i,i,-0.1,21,i,i,i,i,i
O=C(NNc1c(F)c(F)cc(F)c1F)c1cc2ccccc2oc1=O,i,i,i,i,3.1,14,i,i,i,i,i
COC(=O)c1ccc(OS(=O)(=O)c2ccc(NC(C)=O)cc2)cc1,i,i,i,i,0.1,16,i,i,i,i,i
COc1ccc2c(C)cc(Sc3nnnn3-c3ccccc3)nc2c1,i,i,i,i,0.1,6,i,i,i,i,i
Cc1ccc(OCC(=O)NC(=S)Nc2ccc(Br)c(C)n2)cc1,i,i,i,i,-0.6,14,i,i,i,i,i
CCOc1ccc(-c2cc(C(=O)NN3CCN(C)CC3)c3cc(Cl)ccc3n2)cc1,i,i,i,i,0.0,16,i,i,i,i,i
c1ccc(-c2n[nH]c3ccccc23)cc1,i,i,i,i,0.5,14,i,i,i,i,i
CC(=O)c1c(C)[nH]c(C(=O)CN2C(=O)NC(C)(C)C2=O)c1C,i,i,i,i,0.2,28,i,i,i,i,i
CCOc1ccc(N(CC(=O)Nc2ccc(OC)cc2)S(=O)(=O)c2c(C)noc2C)cc1,i,i,i,i,nt,25,i,i,i,i,i
CCOc1ccccc1OCC(=O)NC1CCCCC1,i,i,i,i,-0.9,9,i,i,i,i,i
Cc1cc(-c2n[nH]c(=S)n2/N=C/c2cccc(O)c2)n[nH]1,i,i,i,i,0.2,17,i,i,i,i,i
CN=C(Nc1cc(C)nn1-c1ccccc1)c1ccccc1F,i,i,i,i,-0.1,5,nt,i,i,i,i
CN(C)C(=O)c1ccc(-c2cc(C(F)(F)F)nn2C)s1,i,i,i,i,4.3,21,i,i,i,i,i
Cc1nn(-c2ccccc2)c2ncc(C(=O)c3cc(Cl)ccc3O)cc12,i,i,i,i,0.0,21,i,i,i,i,i
O=C(NC1=NCCS1)c1cccs1,i,i,i,i,0.6,12,i,i,i,i,i
CCCCCn1c(N)c(-c2nc3ccccc3s2)c2c([N+](=O)[O-])nn(CC)c(=O)c21,i,i,i,i,-0.4,31,i,i,i,i,i
COc1ccc(/C=N/Nc2nn3cnnc3c3ccccc23)cc1,i,i,i,i,-0.3,11,i,i,i,i,i
COC(=O)C1CN(C(=O)COc2ccccc2)c2ccccc2O1 (stereo not drawn),i,i,i,nt,0.3,18,i,i,i,i,i
CS(=O)(=O)N1CCc2cc(C(=O)Nc3ccc(O)cc3)ccc21,i,i,i,i,0.7,5,i,i,i,i,i
Cc1ccc(S(=O)(=O)NCC(=O)N(CC(=O)NC2CCCC2)c2ccc3c(c2)OCCO3)cc1,i,nt,nt,i,-0.3,25,i,i,nt,i,i
Cn1c(Cn2c(=O)sc3ccccc32)nnc1SCC(=O)Nc1ccccc1F,i,i,i,i,0.1,17,i,i,i,i,i
O=S1(=O)CCC(NC(=S)N2CCOCC2)C1 (stereo not drawn),i,i,i,i,0.3,32,i,i,i,i,i
CSCCC(NS(=O)(=O)c1ccccc1)C(=O)OCc1cc(=O)oc2cc(O)ccc12 (stereo not drawn),i,i,i,i,-52,10,i,i,i,i,i
CC1=Nc2cc(C(=O)NCc3ccco3)ccc2Sc2ccc(C)cc21,i,i,i,i,-0.2,-98*,i,i,i,i,i
NC(=NCCCCCCN=C(N)/N=C(\N)Nc1ccc(Cl)cc1)/N=C(\N)Nc1ccc(Cl)cc1,i,i,i,i,-0.1&0.6&0.5,30&9&16,i,i,-5.7*,i,i
Cc1ccc(C(=O)COc2ccccc2-c2ccccc2)cc1,i,i,i,i,-0.4,9,i,i,i,i,i
Cc1cccc(C(C)C)c1NC(=O)COC(=O)CNS(=O)(=O)c1ccccc1,i,i,i,i,0.1,25,i,i,i,i,i

# Sorted by length of the SMILES (low to high): part of the list above
SMILES,TRPC4 PAM,MrgX1 allo act,MrgX1 agonist,PolyA inhibitor,HIF activator,AI-2 QS mod,TRPC4 inh,TRPC6 act,MrgX1 antag,TRPC6 inhibitor,TRPC4 agonist
COC(=O)C1CN(C(=O)COc2ccccc2)c2ccccc2O1 (stereo not drawn),i,i,i,nt,0.3,18,i,i,i,i,i
CC1=Nc2cc(C(=O)NCc3ccco3)ccc2Sc2ccc(C)cc21,i,i,i,i,-0.2,-98*,i,i,i,i,i
Cn1c(Cn2c(=O)sc3ccccc32)nnc1SCC(=O)Nc1ccccc1F,i,i,i,i,0.1,17,i,i,i,i,i

# (cont.)
SMILES,TRPC4 PAM,MrgX1 allo act,MrgX1 agonist,PolyA inhibitor,HIF activator,AI-2 QS mod,TRPC4 inh,TRPC6 act,MrgX1 antag,TRPC6 inhibitor,TRPC4 agonist
CC(C)NC(=O)c1ccc2c(=O)n(Cc3ccco3)c(=S)[nH]c2c1,i,i,i,i,0.0,13,i,i,i,i,i
CCOCCCNC(=O)CCC(=O)NNc1nc2ccccc2c2nc(-c3ccccc3)nn12,i,i,i,i,1.0,10,i,i,i,i,i
Cc1c(NC(=O)c2ccc3c(c2)C(=O)N(CC2CCCO2)C3=O)cccc1C(=O)O (stereo not drawn),i,i,i,i,0.1,21,i,i,i,i,i
O=C(Nc1ccccc1)N1CCC(C(=O)N(Cc2ccco2)Cc2cccs2)CC1,i,i,i,i,1.0,1,i,i,i,i,i
CCOc1cc(/C=N/NC(=O)c2nnn(-c3nonc3N)c2C)ccc1OCc1ccc(F)cc1,i,i,i,i,-0.3,13,i,i,i,i,i
Oc1cnn(-c2ccccc2)c1,i,i,i,i,1.0,33,i,i,i,i,i
O=C(c1ccc(S(=O)(=O)Cc2cc(F)ccc2F)c([N+](=O)[O-])c1)N1CCCC1,i,7.2*,i,i,0.0,28,i,i,i,i,i
Cc1c(C(=O)NC(C)CCc2ccccc2)cccc1[N+](=O)[O-] (stereo not drawn),i,i,i,i,-1.5,17,i,i,i,i,i
OCCNc1nc(N2CCOCC2)nc(N2CCOCC2)n1,i,i,i,i,-0.4,10,i,i,i,i,i
CC(=O)c1cnc2nc(SCc3ccc(Cl)cc3)nn2c1C,i,i,i,i,-1.1,-4,i,i,i,i,i
CCOc1cc(C2C3=C(CC(C)(C)CC3=O)N(C)C3=C2C(=O)CC(C)(C)C3)ccc1O,i,i,i,i,0.5,-4,i,i,i,i,i
O=C(NNS(=O)(=O)c1ccc(Cl)cc1)C1CCN(Cc2ccccc2)CC1,i,i,i,i,0.3,14,i,i,i,-7.9*,i
CC1(c2ccc(OC(F)F)cc2)NC(=O)N(CC(=O)c2ccc3c(c2)OCO3)C1=O (stereo not drawn),i,i,35*,i,0.0,15,i,i,i,i,62*
COC(=O)Cn1c(=NC(=O)c2cc(OC)cc(OC)c2)sc2cc(OC)ccc21,i,i,i,i,0.6,12,i,i,i,i,i
CCN(CC(=O)Nc1ccccc1C(F)(F)F)C(=O)C1CSC2(C)CCC(=O)N12 (stereo not drawn),i,i,i,i,-0.5,19,i,i,i,i,i
COc1ccccc1Nc1ncnc2c1oc1ccccc12,i,i,i,i,2.4,18,i,i,i,i,i
COC(=O)c1ccc(NC(=O)c2ccc[n+]([O-])c2)cc1,i,i,i,i,0.0,19,i,i,i,i,i
COc1ccc(NC(=O)C(C)N(c2ccc(C)cc2)S(C)(=O)=O)cc1 (stereo not drawn),i,i,i,i,1.4,19,i,i,i,i,i
COC(=O)Nc1nn(-c2ccc(Cl)cc2)c(=O)c(C#N)c1C,i,i,i,i,-0.7,7,i,i,i,i,i
O=[N+]([O-])c1ccc(Nc2nc(NCCO)nc(N3CCCC3)n2)cc1,i,i,i,i,-0.4,-8,i,i,i,i,i
CCOC(=O)Cc1csc(NC(=O)c2csc3c2CCCC3)n1,i,i,i,i,0.5,28,i,i,i,i,i
CC(=O)NS(=O)(=O)c1ccc(NS(=O)(=O)c2ccccc2[N+](=O)[O-])cc1,i,i,i,i,0.6,23,i,i,i,i,i
O=C(CN1CCOCC1)Nc1cccc(Cl)c1Cl,i,i,i,nt,0.6,18,i,i,i,i,i
CC(=O)c1ccc(N2CCN(c3ccc4cc(S(=O)(=O)N5CCC(C)CC5)ccc4n3)CC2)cc1,i,i,i,i,0.0,3,i,i,i,i,i
O=C(c1ccco1)N1CCN(c2ncnc3c2oc2ccccc23)CC1,i,i,i,i,4.4,17,i,i,i,i,i
Cc1cccc(C2(c3cccc(C)c3)OC(=O)c3ccccc32)c1,i,i,i,i,-0.1,14,i,i,i,i,i
Cc1nc(SCC(=O)O)c(C#N)c(C)c1CC(=O)c1ccccc1,i,i,i,i,0.0,25,i,i,i,i,i
O=C(CCC(=O)NC1CCN(Cc2ccccc2)CC1)NCc1ccco1,i,i,i,i,-0.1,6,i,i,i,i,i
O=c1c2ccccc2nc(/C=C/c2cccnc2)n1Cc1ccccc1,i,nt,nt,i,-0.2,24,i,i,nt,i,i
O=c1[nH]c2cccnc2c2ccsc12,i,i,i,i,0.4,24,i,i,i,i,i
O=C(Cc1c[nH]c2ccccc12)NCc1cccs1,i,i,i,i,0.3,-14,i,i,i,i,i

# Compound activity as filed in PubChem BioAssay.

# Only part of the results is shown, so the mix of outcomes need not match the whole.
